H9c2 TAG inh: inhibitors of triacylglycerol accumulation, primary screen, cell-based, uHTS, fluorescence, H9c2. H9c2 cells, Nile Red lipid (TAG) fluorescence; cells loaded with 200 µM oleic acid. 230,000 tested, 0.66% active. inhibition, % at 12.5 µM;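 active = pattern-corrected inhibition of lipid staining of at least 50% with the nuclear-stain viability signal not falling by more than 50%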;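 note: 0% = DMSO wells and 100% = triacsin C control wells; some results filed as inactive read as strong as hits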
H9c2 TAG inh DAPI viability: recorded beside H9c2 TAG inh, whose call it bears; DAPI nuclei signal change (viability), lower = more cytotoxic, %;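 whole-well DAPI fluorescence read on a plate reader as a viability signal; minus 50 percent equals half of cells still viable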
An asterisk follows results filed as active. A portion of the library. The share of hits here may be higher or lower than overall.

SMILES | H9c2 TAG inh | H9c2 TAG inh DAPI viability
Cc1occc1C(=O)NN=C1C2CC3CC(C2)CC1C3 | -11 | -5
C=CCN(C#N)c1nc(OC)nc(N2CCCC2)n1 | -5 | -5
CCN(CCNC(=O)CC1Oc2ccccc2NC1=O)c1ccccc1 (stereo not drawn) | -4 | -3
CCc1nc2ccc(C(=O)NCCN3CCOCC3)cn2c1N(CC)CCOC | 8 | -7
O=C(CSc1nnc(-c2ccncc2)n1Cc1ccco1)N1c2ccccc2Sc2ccc(Cl)cc21 | 4 | -7
COc1ccc2c(C)cc(SCC(=O)Nc3cccnc3Cl)nc2c1 | -5 | -10
Cc1cc(C)n(-c2nc3c(c(=O)[nH]c(=O)n3C)n2Cc2ccccc2)n1 | -7 | 3
OCCN(CC#CCn1c2ccccc2c2ccccc21)CCO | 13 | -15
O=C(CC(=O)c1ccccc1)Nc1ccc2c(c1)OCCO2 | -2 | 6
CN1OC[C@@H]2CN(Cc3cc(Cl)cc(Cl)c3)[C@H](c3cccc(Br)c3)C[C@@H]21 | -16 | 6
CC(C)NC(=O)C1(C)CCN1C(=O)c1cccc(Cl)c1 (stereo not drawn) | -9 | 6
O=C(CSc1nccn1Cc1ccccc1)NC1CCCC1 | 5 | 2
COc1ccc(C2CCN(CC(=O)N(C)C)CC2O)cc1 (stereo not drawn) | 3 | -4
C1=C\CCC2(OCCO2)C2(CC/1)OCCO2 | 5 | -1
Cc1nn(C)c(C)c1NC(=O)c1ccc(Br)o1 | 0 | 2
Cc1cc(C)n(Cc2n[nH]c(=S)n2Cc2ccccc2)n1 | 19 | -13
CCCCCC(/C=N/Nc1ccc(S(=O)(=O)N2CCOCC2)cc1[N+](=O)[O-])=C\c1ccccc1 | 59* | -18*
Cc1cccc(C)c1NC(=S)N(Cc1ccccc1)Cc1cccnc1 | 3 | -2
COc1ccccc1Nc1nc(NCC(C)C)nc(N)c1[N+](=O)[O-] | -8 | 17
O=C(c1ccccc1)c1cc([N+](=O)[O-])ccc1N1CCCC1 | -31 | 3
CCN(CC)S(=O)(=O)c1ccc(C)c(C)c1 | -5 | 1
CCN(CC)c1ccc(N=Cc2c(C)[nH]c3ccccc23)cc1 | -1 | 14
O=C1C(=O)N(Cc2ccccc2)C(=O)N1CCN1C(=O)c2ccccc2C1=O | -12 | 6
CCCSc1nc2c(cnn2-c2ccc(C)c(C)c2)c(=O)[nH]1 | 6 | 1
Cc1cccc(OC(C)C(=O)Nc2nc(-c3ccncc3)cs2)c1 (stereo not drawn) | 17 | 3
Cc1ccc(O)c(NC(=O)c2ccc3c(c2)C(=O)N(Cc2ccco2)C3=O)c1 | -25 | 8
CC1(C)Cc2c(C#N)c(SCCOc3ccccc3)nc(N3CCOCC3)c2CO1 | -17 | 5
COc1ccc(OC)c(NC(=O)CCCC(=O)NC2CCCCC2)c1 | 11 | -5
CCOC(=S)SCC(=O)Nc1nc(C)c(C)s1 | -5 | 4
CCOC(=O)N1CCN(CC(O)COc2ccccc2C(C)C)CC1 (stereo not drawn) | 3 | 3
COc1ccc(-c2cc(C(=O)N(C)CC(=O)Nc3cccc(F)c3)c3ccccc3n2)cc1OC | 27 | -18
COc1ccc(CCNC2=NCCS2)cc1 | 17 | 1
CCOC(=O)c1oc2ccccc2c1NC(=O)CN1CCOCC1 | 7 | 5
COC(=O)CCC(=O)OC1(C)C(=O)C=C2C=C(C3CC3)N(C(CO)CO)C=C2C1=O (stereo not drawn) | -1 | -3
COc1ccc(NC(=O)N2CCN(S(=O)(=O)c3ccc(F)cc3)CC2)c(OC)c1 | 12 | -4
CCOC(=O)c1sc2ncc([N+](=O)[O-])cc2c1N | 12 | -2
CC1(C)[C@H]2CC=C(CN3CCC(N4CCC(C(=O)N5CCCC5)CC4)CC3)[C@@H]1C2 | -3 | 27
COc1ccc(-c2nc(NCCCN(C)C)c3ccccc3n2)cc1 | 17 | 39
OC[C@@H]1CN(Cc2ccc(-c3ccccc3)cc2)C[C@H](n2cnc3c(N4CCCC4)ncnc32)O1 | -1 | -11
C/C=C\C(=O)Nc1cccc(C2=NOC3(C2)C[C@@H](C(N)=O)N(C(=O)COc2ccc(Cl)cc2)C3)c1 (stereo partly drawn) | 5 | 0
CCOC(=O)C(=O)Nc1ccc(F)cc1 | 1 | -3
O=C(CSc1nnc2ccc(-c3ccc(F)cc3)nn12)N1CCOCC1 | 6 | -3
O=C(NCCCNC(=O)c1ccccc1)c1ccccc1 | -1 | 5
Cc1ccc(NC(=O)c2cc(N3C(=O)C4CC=CCC4C3=O)ccc2N2CCOCC2)cc1Cl (stereo not drawn) | 5 | -4
Cc1ccc(C(=O)NNC(=O)c2ccccc2-n2cccc2)cc1 | 17 | -11
CCOC(=O)c1sc(NC(=O)c2ccoc2C)c(C(N)=O)c1C | 17 | -11
CC(=O)c1ccc2c3c(cccc13)C(=O)N(CCc1ccccc1)C2=O | -27 | 0
COc1ccc(S(=O)(=O)N2CCC(C(=O)Nc3ccc(S(=O)(=O)N4CCCC4)cc3)CC2)cc1OC | 8 | -4
CCn1c(SCC(=O)NC(=O)Nc2ccc3c(c2)OCCO3)nnc1-c1cccs1 | 23 | -14
CC(=O)Nc1ccc(S(=O)(=O)NCCC(=O)OCc2nnc(-c3ccccc3)o2)cc1 | 6 | 6
O=C(NCc1ccc(Cl)c(Cl)c1)c1ccc2c(c1)OCO2 | -14 | 12
Cc1ccc(SCc2nc(-c3cccnc3)no2)cc1 | 2 | -2
Cc1ccc(C(=O)COC(=O)c2ccc3c(c2)C(=O)N(c2cccc4ncccc24)C3=O)cc1 | 14 | -12
O=C(CSc1nnc2ccccn12)NCCc1ccc(F)cc1 | 8 | -6
O=C(c1ccc(Cl)cc1)N1CCC2CC1c1cc(-c3ccccc3)ccc12 (stereo not drawn) | -5 | -14
CC(C)(C)[C@@H]1C=C(C(N)=O)O[C@H](OCc2ccc(CO)cc2)C1 | -5 | 8
Nc1nc(F)nc2c1ncn2[C@@H]1O[C@H](CO)[C@@H](O)[C@@H]1O | -5 | 1
COc1ccc(C2=Nn3c(nnc3-c3ccccc3Cl)SC2)cc1OCC1CC1 | -3 | 8
NCCCC[C@H]1CNC(=O)C(=O)N1CCc1cc(C(F)(F)F)cc(C(F)(F)F)c1 | 2 | 1
CCc1noc(C)c1C(=O)N(CCOC)c1c(N)n(CC(C)C)c(=O)[nH]c1=O | -8 | 3

The list goes on.
SMILES | H9c2 TAG inh | H9c2 TAG inh DAPI viability
CC(=O)NCCCCCCNC(C)=O | 0 | -2
O=C(c1ccccc1)N1CCOC(O)(c2ccccc2)C1c1ccccc1 (stereo not drawn) | -6 | 4
COC(=O)c1cccc(-n2nnnc2SCC(=O)Nc2cc(C)on2)c1 | 3 | -7
CC(=O)c1cccc(NC(=O)CN2C(=O)NC(C)(c3ccc4c(c3)OCCCO4)C2=O)c1 (stereo not drawn) | 5 | -8
O=C(Cc1ccccc1)NCCS(=O)(=O)N1CCN(c2cccc(Cl)c2)CC1 | 1 | -4
COc1ccc(N=C2NC(=O)/C(=C/C=C/c3ccccc3)S2)cc1 | 7 | 8
CCCCN(C(=O)c1ccc(N2CCCC2=O)cc1)c1c(N)n(CCCC)c(=O)[nH]c1=O | 4 | 2
COc1cccc2c1OC1(C)CC2NC(=O)N1c1cccc(C(=O)N2CCN(c3ccccn3)CC2)c1 (stereo not drawn) | -24 | 6
Cc1cc(NC(=O)CN2CCC(C)CC2)no1 | -4 | 1
Cc1cc(C)c(OCC(=O)OCC(=O)NCC2CCCCC2)c(C)c1 | -3 | 2
O=C(CSc1ccccc1)N1CCN(S(=O)(=O)c2ccccc2)CC1 | -2 | -6
O=C(Nc1cccnc1)C1Cc2c(-c3ccco3)ccnc2O1 (stereo not drawn) | 2 | 4
CCOC(=O)C1CCN(C(=O)COC(=O)CN(C)S(=O)(=O)c2ccc(NC(C)=O)cc2)CC1 | 5 | -1
C=C1C[C@@]23CCC4[C@@](C)(CCC[C@@]4(C)C(=O)OC)C2CC[C@]1(OC(C)=O)C3 (stereo partly drawn) | -25 | 0
Cc1ncc(N=Nc2ccc(F)cc2)c(-c2ccc(Cl)cc2)n1 | 14 | 1

Arranged by number of heavy atoms (largest number first): part of the list above.
SMILES | H9c2 TAG inh | H9c2 TAG inh DAPI viability
COc1cccc2c1OC1(C)CC2NC(=O)N1c1cccc(C(=O)N2CCN(c3ccccn3)CC2)c1 (stereo not drawn) | -24 | 6
CCOC(=O)C1CCN(C(=O)COC(=O)CN(C)S(=O)(=O)c2ccc(NC(C)=O)cc2)CC1 | 5 | -1
CCCCN(C(=O)c1ccc(N2CCCC2=O)cc1)c1c(N)n(CCCC)c(=O)[nH]c1=O | 4 | 2
NCCCC[C@H]1CNC(=O)C(=O)N1CCc1cc(C(F)(F)F)cc(C(F)(F)F)c1 | 2 | 1
O=C(Cc1ccccc1)NCCS(=O)(=O)N1CCN(c2cccc(Cl)c2)CC1 | 1 | -4
C=C1C[C@@]23CCC4[C@@](C)(CCC[C@@]4(C)C(=O)OC)C2CC[C@]1(OC(C)=O)C3 (stereo partly drawn) | -25 | 0
COC(=O)c1cccc(-n2nnnc2SCC(=O)Nc2cc(C)on2)c1 | 3 | -7
O=C(CSc1ccccc1)N1CCN(S(=O)(=O)c2ccccc2)CC1 | -2 | -6
COc1ccc(N=C2NC(=O)/C(=C/C=C/c3ccccc3)S2)cc1 | 7 | 8
O=C(Nc1cccnc1)C1Cc2c(-c3ccco3)ccnc2O1 (stereo not drawn) | 2 | 4
Cc1cc(NC(=O)CN2CCC(C)CC2)no1 | -4 | 1
CC(=O)NCCCCCCNC(C)=O | 0 | -2

Next part
SMILES | H9c2 TAG inh | H9c2 TAG inh DAPI viability
O=C(CSc1nnc(NCc2ccccc2)s1)NC1CCS(=O)(=O)C1 (stereo not drawn) | 8 | -1
CCN(CC)C(=O)N1CCc2ccccc21 | -21 | 2
COc1ccc(C(=O)N2CCN(c3cccc(C)c3C)CC2)cc1S(=O)(=O)NC1CC1 | -4 | 0
O=C(COc1ccccc1C(=O)NCc1ccccc1)Nc1ccccc1 | -14 | -5
CC(C)(C)c1ccc(C(=O)C2CCCN(C(=O)CN3CCCC3=O)C2)cc1 (stereo not drawn) | -1 | -4
Cc1ccc(C2(C)NC(=O)N(CC(=O)NCCC3=CCCCC3)C2=O)cc1 (stereo not drawn) | 7 | 5
CCC(Sc1ccccn1)C(=O)Nc1nnc(C)s1 (stereo not drawn) | 11 | -8
CCSc1nnc(NC(=O)c2ccccc2C)s1 | -4 | 12
COC(=O)c1ccccc1NC(=O)CSc1nnc(CNS(=O)(=O)c2ccc(C)cc2)n1C | 16 | -7
COc1ccc(Cc2nnc(NC(=O)Cc3cccs3)s2)cc1OC | -16 | 14
CCOc1cc(/C=N/NC(=O)CSc2nnc(C)s2)ccc1OCc1ccccc1Cl | 8 | -10
COc1cccc(CN(C)CC(=O)Nc2cccc(S(N)(=O)=O)c2)c1OC | -1 | -7
c1ccc(C(c2ccccc2)N2CCN(c3ccc4ccccc4n3)CC2)cc1 | 3 | 7
COc1cc(C(=O)OCC(=O)N2CCCCCC2)c([N+](=O)[O-])cc1OC | 13 | 3
COC(=O)c1ccc(S(=O)(=O)NC(C)(C)C)n1C | 5 | -6
Cc1nn(CC(=O)N2CCN(S(=O)(=O)c3ccccc3)CC2)c(C)c1[N+](=O)[O-] | 0 | 3
CCCCOc1ccc(/C=C/C(=O)Nc2ccc(C(N)=O)cc2)cc1 | 9 | -1
CCN(Cc1nc2ccccc2c(=O)[nH]1)C(=O)c1cccc(S(=O)(=O)N2CCc3ccccc32)c1 | 1 | -1
COc1ccccc1CNC(=O)c1cnc2sccn2c1=O | 2 | -5
COc1cccc(N2CCN(c3nc(C)cc(=O)[nH]3)CC2)c1 | 16 | -1
Cn1cncc1C#Cc1ccc2cc(C(C)(C)O)oc(=O)c2c1 | -13 | -2
Cc1c(NC(=O)c2cccs2)cccc1NC(=O)c1cccs1 | 7 | -3
CN(C(=O)c1cccc(NC(=O)Cc2ccc(NC(=O)C3CCCN(C(=O)c4ccccc4)C3)cc2)c1)C1CCCC1 (stereo not drawn) | 5 | 4
Cc1ccc(-c2noc(-c3ccno3)n2)cc1 | 0 | -7
O=C(O)c1cccc(NC(=O)c2cccc(S(=O)(=O)N3CCc4ccccc4C3)c2)c1 | 1 | 3
Nc1ncnc(Sc2ccccc2)c1[N+](=O)[O-] | 11 | -1
C/C(=N\OCC(=O)OC(C)C(=O)Nc1ccc(C(N)=O)cc1)c1ccc2c(c1)OCO2 (stereo not drawn) | -1 | 2
COc1cc(C(=O)OCC(=O)NC2CCS(=O)(=O)C2)c([N+](=O)[O-])cc1OC (stereo not drawn) | 2 | 7
COc1ccc(N2CC(C(=O)Nc3cc(C)ccn3)CC2=O)cc1 (stereo not drawn) | -3 | 6
Cc1cc(C)n(C2CC(=O)N(c3ccc(Cl)c(Cl)c3)C2=O)n1 (stereo not drawn) | 4 | -3
CCC(=C(c1ccccc1)c1ccc(OCCN(C)C)cc1)c1ccccc1 | -6 | 1
CCCc1cc(=O)n2[nH]c(NCc3ccccc3F)nc2n1 | -1 | 9
CCOC(=O)c1nnn(-c2nc(N3CCCC3)nc(N3CCCC3)n2)c1-c1ccccc1 | -4 | -9
CCN(c1ccccc1)S(=O)(=O)c1ccc2[nH]cc(C(=O)NCCOC)c(=O)c2c1 | -20 | 8
O=C(Nc1cccc(Cl)c1)c1ccc(-n2cncn2)c([N+](=O)[O-])c1 | 11 | 15
CCOP(=O)(OCC)C(NC(=O)Nc1c(C)cc(C)cc1C)c1ccccc1 (stereo not drawn) | 0 | 9
Cc1ccsc1C(=O)OCC(=O)NCC1CCCO1 (stereo not drawn) | 10 | -11
CC(=O)O[C@H]1C2OC(=O)C(C)=C2[C@@H]2OC(=O)[C@]3(CCC4OC41C)OC23 (stereo partly drawn) | 16 | -7

Screens as filed in PubChem BioAssay.
